# Screens as filed in PubChem.
# OX1R antag-1: antagonists of human orexin 1 receptor (OX1R); OX1R-expressing cells, FRET antagonist read-out; inhibition, % at 6.6 µM; hit rate 1.8% among 330,000; AID 485270, 2010; in the data active = inhibition mostly above about 38%, no sharp cut-off; inactive = mostly below about 40%;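 note: 0% = agonist challenge alone and 100% = reference antagonist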
# Target sequence (O43613 whole entry, looked up): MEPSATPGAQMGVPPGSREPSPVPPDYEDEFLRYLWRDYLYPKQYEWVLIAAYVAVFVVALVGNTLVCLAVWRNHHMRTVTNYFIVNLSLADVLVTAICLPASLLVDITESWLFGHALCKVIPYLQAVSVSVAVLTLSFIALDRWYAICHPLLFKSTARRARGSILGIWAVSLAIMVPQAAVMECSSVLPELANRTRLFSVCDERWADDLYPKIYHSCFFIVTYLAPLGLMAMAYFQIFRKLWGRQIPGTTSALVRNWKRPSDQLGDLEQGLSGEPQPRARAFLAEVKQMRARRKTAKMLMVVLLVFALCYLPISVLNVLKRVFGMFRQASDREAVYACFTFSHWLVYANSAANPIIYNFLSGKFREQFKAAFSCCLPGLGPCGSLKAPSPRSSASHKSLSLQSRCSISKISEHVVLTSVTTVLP
# STK33 kinase inh: inhibitors of purified STK33 kinase, primary screen, biochemical, ADP-Glo luminescence, homogeneous, cell-free; AID 2661, 2010; inhibition, % at 10 µM; hit rate 0.073% among 320,000; Serine/threonine-protein kinase 33 (Homo sapiens), Q9BYT3; MBP phosphorylation;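 active = inhibition at or above 25%, using the most active replicate where run in duplicate; inactive = inhibition below 25%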
# Target sequence (Q9BYT3 whole entry, looked up): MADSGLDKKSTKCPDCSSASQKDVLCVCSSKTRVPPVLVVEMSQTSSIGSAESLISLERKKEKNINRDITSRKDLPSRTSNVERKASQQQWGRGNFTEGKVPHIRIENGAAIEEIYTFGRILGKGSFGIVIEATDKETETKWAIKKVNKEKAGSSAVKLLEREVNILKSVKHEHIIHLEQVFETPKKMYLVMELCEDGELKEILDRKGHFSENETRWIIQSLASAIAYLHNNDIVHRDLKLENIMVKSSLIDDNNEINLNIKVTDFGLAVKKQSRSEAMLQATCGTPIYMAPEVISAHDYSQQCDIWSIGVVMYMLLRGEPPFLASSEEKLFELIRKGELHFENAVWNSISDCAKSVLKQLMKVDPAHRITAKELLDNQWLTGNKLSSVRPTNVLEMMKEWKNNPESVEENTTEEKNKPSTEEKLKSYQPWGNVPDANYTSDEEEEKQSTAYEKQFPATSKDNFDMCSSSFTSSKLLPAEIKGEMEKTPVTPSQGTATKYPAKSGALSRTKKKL
# OX1R antag-2: OX1R (HCRTR1) antagonists, primary screen, fluorescence, CHO/OX1R cells, Fluo-8 calcium, orexin A. inhibition, % at 5 µM. hit rate 0.43% among 330,000. Fluo-8 calcium fluorescence. AID 434989, 2010;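 active = inhibition above its plate's threshold, mean inhibition of all tested compounds on the plate plus 3 SD, cut at about 37% in these data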;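 note: 0% = orexin A challenge wells and 100% = SB-334867-A antagonist wells; not every result past the cut was called active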
# * marks the source's active call; other numbers are inactive results; / = no result given.
SMILES,OX1R antag-1,STK33 kinase inh,OX1R antag-2
c1coc(CNCc2cccs2)c1,1,-2.0,1
C/C(=N\NC(=O)Cn1ccc(C(F)(F)F)n1)c1ccco1,12,-2.8,-5
O=C(Nc1ccc2nc(-c3cccnc3)[nH]c2c1)c1ccco1,14,3.6,-6
CCOC(=O)c1ccc(NC(=O)c2nc[nH]c2C(=O)NCCNC(=O)c2[nH]cnc2C(=O)Nc2ccc(C(=O)OCC)cc2)cc1,6,-0.8,-11
NS(=O)(=O)c1cc(C(=O)NC2CCSc3ccccc32)ccc1Cl (stereo not drawn),20,-0.3,-10
COc1ccc(C(O)(CC(C)C)C(CN2CCOCC2)c2ccccc2)cc1 (stereo not drawn),-8,-0.7,-60
CC(=O)Nc1ccc(S(=O)(=O)N2CCC(N3CCCCCC3)CC2)cc1,9,-2.5,-20
COc1ccc(S(=O)(=O)N2CCN(CCCOc3ccc(F)cc3)CC2)cc1OC,19,1.2,-29
CCCC[C@H]1COCCS(=O)(=O)N1Cc1cccc(F)c1,22,-1.1,-20
CCC(Sc1nc(-c2cccc(OC)c2)c(C#N)c(=O)[nH]1)C(=O)Nc1nnc(C(C)C)s1 (stereo not drawn),-2,0.0,-4
c1ccc(N2CCN(c3ccccc3)C2c2ccncc2)cc1,13,-0.6,-8
Cc1occc1-c1nnc(SCC(=O)Nc2ccccn2)o1,1,0.9,-4
CCn1c(N2CCN(C(=S)Nc3ccc(OC)cc3)CC2)nc2ccccc21,18,-0.7,-36
COc1ccc(C(=O)NCC(=O)OCc2ccc(Cl)cc2Cl)cc1OC,7,/,-15
COc1ccc(-n2c(SCC(=O)N/N=C/c3ccccc3OCC(=O)O)nc3ccccc3c2=O)cc1,-7,-2.3,-23
Cn1nc(OC(=O)Nc2cccc(Cl)c2)cc1C(F)(F)F,15,0.6,19
S=C(NCCc1ccccc1)N/N=C/c1cccc(Cl)c1Cl,21,-1.1,-32
COc1cc(NC(=S)NCCN2CCOCC2)cc(OC)c1OC,15,0.3,-10
Cc1c(NC(=O)c2cccc(F)c2)c(=O)n(-c2ccccc2)n1C,4,-0.2,-6
O=C1CN(C(=O)COc2ccc(F)cc2Br)c2ccccc2N1,23,-3.8,2
CC(=O)NCCC(=O)N(Cc1ccccc1)c1nc2c(C)cccc2s1,9,1.9,-22
O=C(NC(=S)N1CCCC1)c1ccccc1Cl,3,-1.9,-3
COc1ccc(N2C(=O)C3CCCN3C2c2ccccc2)cc1 (stereo not drawn),9,-0.4,6
O=C(/C=C/c1ccco1)c1ccccc1O,28,0.1,-28
CC(=O)Nc1nnc(SCC(=O)N2CCN(Cc3ccccc3)CC2)s1,7,-0.6,-3

# (further entries)
SMILES,OX1R antag-1,STK33 kinase inh,OX1R antag-2
O=C(O)c1ccc2c3c(cccc13)C(=O)N(c1cccc3ccccc13)C2=O,25,-0.7,-10
CS(=O)(=O)N(CC(=O)N1CCCC1)c1cccc(Cl)c1Cl,8,1.2,-16
CN(Cc1nc2ccccc2[nH]1)C(=O)C1CCC(=O)N(CCc2cccc(F)c2)C1 (stereo not drawn),23,-1.7,-14
CCOc1cc(CNc2ccc(Br)cc2)cc(Br)c1OCC(=O)NC(C)(C)C,16,-0.6,1
Cc1ccc(C(=O)N/C(=C\c2ccc(-c3ccc([N+](=O)[O-])cc3)o2)C(=O)NC2CCS(=O)(=O)C2)cc1 (stereo not drawn),4,-0.3,13
Cc1ccc2nc(Cl)c3cc(C(=O)N(CCN(C)C)Cc4ccco4)sc3c2c1,14,4.2,-29
Cc1ccc(C2OCC3(CO2)COC(c2ccc(C)cc2)OC3)cc1 (stereo not drawn),28,-0.5,2
Cc1ccc(SCCNC(=O)/C=C/c2cccc([N+](=O)[O-])c2)cc1,24,-1.3,-21
CCOCCCNC(=O)CSc1nnc(-c2ccc(S(=O)(=O)N3CCCC3)cc2)n1C,10,-2.5,8
Cc1ccc(NC(=O)C(NC2CCCc3ccccc32)c2ccccc2)cc1Cl (stereo not drawn),12,-2.3,-40
N#CCCN1CCN(S(=O)(=O)c2ccc(S(=O)(=O)NCC3CCCO3)cc2)CC1 (stereo not drawn),4,-1.9,-15
CC1CCCC(NC(=O)c2cccc(N3CCCC3=O)c2)C1C (stereo not drawn),10,-0.7,-27
CCOP(=O)(OCC)C(NC(=O)Nc1ccc(Cl)cc1)c1ccccc1 (stereo not drawn),11,3.3,-18
Cc1ccc(S(=O)(=O)Nc2cccc(N(C)S(C)(=O)=O)c2)cc1[N+](=O)[O-],20,-0.2,-17
S=c1nc(-c2ccccc2)[nH]c2ccccc12,3,-1.5,-16
O=C(CNC(=O)c1ccc(Cl)cc1Cl)OCc1nnc(-c2ccccc2Br)o1,-1,-1.4,-5
CN(Cc1ccon1)C(=O)CCc1nnc(Cc2ccc(-c3ccccc3)cc2)o1,15,-0.2,-25
COc1ccc(CC(=O)N/N=C/c2ccc(Cl)s2)cc1OC,12,-0.5,-18
O=C(CSc1nnc2nnc3ccccc3n12)N1CCOCC1,94*,-0.7,2
C=C1C[C@H](O[C@@H]2O[C@H](CO)[C@@H](O)[C@H](O)[C@H]2O)[C@@H]2[C@H](OC(=O)[C@H]2C)[C@H]2[C@H](C)[C@@H](O)C[C@@H]12,17,0.6,12
COc1cccc(OC)c1OCCCOc1cccc2cccnc12,13,1.4,-27
Cn1c(=O)c2[nH]c(N3CCN(c4ccccn4)CC3)nc2n(C)c1=O,5,0.9,-14
CCCn1c(=O)c(C(=O)Nc2cc(C)ccn2)c(O)c2ccccc21,8,0.2,1
CCc1cc(C(=O)Nc2ccc(C)cc2Br)cs1,28,0.6,-35
Cc1[nH]c2ccccc2c1C(=O)CSc1ncn[nH]1,24,0.6,2

# Going on with the list:
SMILES,OX1R antag-1,STK33 kinase inh,OX1R antag-2
O=C(Nc1ccccc1F)C(c1ccccc1)c1ccccc1,17,-4.2,-24
COC(=O)c1sccc1NC(=O)COc1ccc(Cl)cc1,19,/,-29
COc1cc(C(N)=O)cc(Cl)c1OC,29,-1.4,-8
O=c1onc(-c2cccnc2)n1-c1ccccc1F,2,-2.1,-6
O=C(NCCN1CCN(C(=O)c2ccc(F)cc2)CC1)c1ccc(F)cc1,9,-1.1,-1
CN(C)S(=O)(=O)N1CCC(Cc2ccccc2)CC1,7,-1.7,1
Cc1c(C(=O)NCc2ccc3c(c2)OCO3)oc2ccc(S(=O)(=O)N3CCCCC3)cc12,15,0.0,-19
COc1cccc(N2C(=O)CC(N3CCN(c4ccc([N+](=O)[O-])cc4)CC3)C2=O)c1 (stereo not drawn),5,-0.8,-10
C/C(=N\NC(=S)Nc1cc(S(=O)(=O)N2CCOCC2)ccc1Cl)c1ccccc1F,25,-1.0,-8
COc1ccc(/C=N/Nc2ccc(C(=O)O)cc2)cc1Br,23,1.0,-15
O=[N+]([O-])c1ccc(N2CCCCC2)c(-c2nn[nH]n2)c1,58,2.0,-4
CCOc1ccc(NC(=O)CCc2nnc3ccc(N4CCC(C)CC4)nn23)cc1,16,-2.1,-44
CCC(=O)OCCn1c(=O)c2ccccc2c2ccccc2c1=O,10,-2.2,-12
Cc1sc(NC(=O)Cn2cnnn2)nc1-c1ccc(Cl)cc1,18,-0.6,-3
Cc1onc(-c2ccccc2)c1NC(=O)N(CCC#N)Cc1cccs1,7,-6.7,2
O=C(Nc1ccc2c3c(cccc13)CC2)c1ccco1,21,1.1,-18
COc1ccc(/C=C/c2ccc3cccc(O)c3n2)c(OC)c1OC,-1,-1.7,17
CCCCNC(=S)N(C)/N=C/c1ccc(OCC(=O)Nc2ccc(OC)cc2)c(OC)c1,25,0.4,3
CC(=O)c1c(C)[nH]c(C(=O)N2CCN(c3ccc(F)cc3)CC2)c1C,8,0.3,-27
C=C1CCC[C@]2(C)C[C@H]3OC(=O)C(CN4CC(C)OC(C)C4)[C@H]3C[C@@H]12 (stereo partly drawn),-7,0.7,-21
CN(C)S(=O)(=O)c1ccc(N2CCOCC2)nc1,4,-0.2,-6
COc1cc(CNC(=O)CCC(=O)N2C[C@H]3C[C@H](C2)c2cccc(=O)n2C3)cc(OC)c1OC,7,4.8,-20
O=C(CNC(=O)C12CC3CC(CC(C3)C1)C2)OCC(=O)N1CCCCC1,14,-0.9,-18
O=C(c1ccc2c(c1)OCO2)N1CCc2ccccc21,30,-1.4,-24
Cc1ccccc1-n1nc(C(=O)c2cccs2)cc(-c2nc3ccccc3[nH]2)c1=N,16,0.2,-14

# New compounds follow
SMILES,OX1R antag-1,STK33 kinase inh,OX1R antag-2
NC(=O)c1ccsc1NC(=O)C1CCN(S(=O)(=O)c2cccs2)CC1,0,0.2,-13
Cc1ccc2c(COC(=O)C34CC5CC(CC(C5)C3)C4)cc(=O)oc2c1,25,-0.6,-15
COc1ccc(O)c(CNn2c(-c3ccc(Br)cc3)nc3ccccc3c2=O)c1,44*,0.7,-7
CCn1nnnc1SCC(=O)N1CCc2ccccc21,24,0.2,8
CCOc1ccc(NC(c2ccccc2)P(=O)(OC)OC)cc1 (stereo not drawn),5,1.3,-21
COc1ccc(Br)cc1/C=C/C(=O)Nc1ccc(C)cc1,95*,0.2,-10
Cc1[nH]nc2c1C(c1cccs1)C1=C(CCCC1=O)N2 (stereo not drawn),23,8.2,-16
CC(=O)Oc1ccc2c(=O)c(N3C(=O)c4ccccc4C3=O)c(C)oc2c1,10,0.6,-12
CCc1ncc(CN2CCCCC2C(=O)Nc2ccc(Oc3ccccc3)nc2)cn1 (stereo not drawn),23,0.5,-14
COc1cccc(C(=O)Nc2ccc(NC(=O)C(C)C)nc2)c1,17,-0.4,-5
Cc1ccc(NC(=O)N2CCCC2C(=O)Nc2ccc3c(c2)OCCO3)cc1 (stereo not drawn),-3,-1.1,-16
O=C(CSc1ccccc1)NCCSCc1ccccc1,2,-0.6,-12
CCCCc1cc(=O)oc2c(CN(C)C)c(O)c(Cl)cc12,10,-2.8,5
Cc1cc2nnc(SCC(=O)N3CCOCC3)n2c2ccccc12,8,-1.3,-11
CCCc1c(C(=O)N2CCN(c3ccccc3OC)CC2)cnn1-c1ccccc1,32,-2.7,-6
CC(=O)NC(CCS(C)(=O)=O)C(=O)N1CCc2ccccc21 (stereo not drawn),-4,-2.0,20
Cc1cc(C)c2nc(C)cc(Nc3ccc(C(=O)NCCO)cc3)c2c1,25,0.1,17
O=C(Cc1ccccc1[N+](=O)[O-])OCC(=O)c1c[nH]c2ccccc12,24,-0.1,-6
C/C(=N\NC1=NCCN1)c1ccccc1,1,1.0,1
O=C(O)CNc1nc(Cl)ccc1[N+](=O)[O-],64*,0.0,-10
O=c1oc2ccccc2cc1-c1ccc(O)cc1,22,4.5,-2
COc1ccc(N2CCN(C(=O)CN(c3ccccc3)S(C)(=O)=O)CC2)cc1,14,-1.4,-5
COc1cc(C(C)=O)ccc1OCC(=O)N(CCC1=CCCCC1)c1c(N)n(Cc2ccccc2)c(=O)[nH]c1=O,6,-1.3,-32
O=C(COC(=O)CCSc1ccccc1)Nc1ccc(F)cc1Cl,12,-3.7,-10
CCOc1ccc2[nH]cc(C(=O)NCc3ccccc3)c(=O)c2c1,10,-4.0,-16

# The results go on.
SMILES,OX1R antag-1,STK33 kinase inh,OX1R antag-2
COc1cccc(NC(=O)c2cccc(C)c2[N+](=O)[O-])c1,25,6.1,-12
COc1ccc(NC(=O)c2ccc(NC(=O)CN3CCC(C(N)=O)CC3)cc2)cc1,1,-0.7,-8
COc1ccc(NC(=O)c2ccc(-c3ccccc3)cc2)cc1S(=O)(=O)N1CCOCC1,17,-0.2,-2
CC(C)OC(=O)c1cc(NC(=O)C2C3C=CC(O3)C2C(=O)O)cc(C(=O)OC(C)C)c1 (stereo not drawn),13,2.3,-16
COc1ccc(S(=O)(=O)NCCOc2ccccc2)cc1OC,12,-0.8,-22
CCOC(=O)C1=C(C)N=c2s/c(=C/c3ccccc3)c(=O)n2C1c1ccc(OC)c(OC)c1 (stereo not drawn),4,-2.1,-10
COc1ccc(NC(=O)Cc2c(C)n(C(=O)c3ccc(Cl)cc3)c3ccc(OC)cc23)cc1,2,0.1,-8
Cc1cc(C)c(-c2csc(NC(=O)COC(=O)c3ccc4c(c3)OCO4)n2)c(C)c1,19,-2.4,-14
CCN(c1ccc(OC)cc1)c1ncnc2nc[nH]c12,4,-0.7,-7

# Taken from above (14 entries):
SMILES,OX1R antag-1,STK33 kinase inh,OX1R antag-2
O=C(Cc1ccccc1[N+](=O)[O-])OCC(=O)c1c[nH]c2ccccc12,24,-0.1,-6
C/C(=N\NC1=NCCN1)c1ccccc1,1,1.0,1
O=C(O)CNc1nc(Cl)ccc1[N+](=O)[O-],64*,0.0,-10
O=c1oc2ccccc2cc1-c1ccc(O)cc1,22,4.5,-2
COc1ccc(N2CCN(C(=O)CN(c3ccccc3)S(C)(=O)=O)CC2)cc1,14,-1.4,-5
COc1cc(C(C)=O)ccc1OCC(=O)N(CCC1=CCCCC1)c1c(N)n(Cc2ccccc2)c(=O)[nH]c1=O,6,-1.3,-32
O=C(COC(=O)CCSc1ccccc1)Nc1ccc(F)cc1Cl,12,-3.7,-10
CCOc1ccc2[nH]cc(C(=O)NCc3ccccc3)c(=O)c2c1,10,-4.0,-16
COc1cccc(NC(=O)c2cccc(C)c2[N+](=O)[O-])c1,25,6.1,-12
COc1ccc(NC(=O)c2ccc(NC(=O)CN3CCC(C(N)=O)CC3)cc2)cc1,1,-0.7,-8
COc1ccc(NC(=O)c2ccc(-c3ccccc3)cc2)cc1S(=O)(=O)N1CCOCC1,17,-0.2,-2
CC(C)OC(=O)c1cc(NC(=O)C2C3C=CC(O3)C2C(=O)O)cc(C(=O)OC(C)C)c1 (stereo not drawn),13,2.3,-16
COc1ccc(S(=O)(=O)NCCOc2ccccc2)cc1OC,12,-0.8,-22
CCOC(=O)C1=C(C)N=c2s/c(=C/c3ccccc3)c(=O)n2C1c1ccc(OC)c(OC)c1 (stereo not drawn),4,-2.1,-10
